# Assay outcomes deposited in PubChem by several laboratories.
# GDH-TPI counter: GDH-TPI coupled enzyme inhibition counter-screen; 360,000 tested, 1.2% active; GDH-TPI coupled enzyme counterscreen, NADH absorbance; AID 588335; inhibition, % at 4.8 µM;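 also: 0% = DMSO wells and 100% = wells lacking the enzyme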
# BoNT F protease: blocks Botulinum neurotoxin F light chain protease | Multiplex microsphere protease cleavage assay, flow cytometry | inhibition, % at 10 µM | 360,000 tested, 0.22% active; in the data active = inhibition above about 35%, passing the limit was not always enough; inconclusive = no clear call, values can overlap the other calls; also: plate controls were buffer without enzyme for full effect and enzyme alone for no effect
# FadD28 binding: blocks FadD28 binding to the bisubstrate probe. fluorescence polarization. 360,000 tested, 0.22% active. AID 588549. inhibition, % at 12.5 µM; in the data active = inhibition above about 8.5%, passing the limit was not always enough; inconclusive = no clear call, values can overlap the other calls
# Mtb FBA inh: inhibitors of M. tuberculosis fructose-bisphosphate aldolase | purified M. tuberculosis FBA, fluorescence read-out | P9WQA3 | inhibition, % at 1 µM | 360,000 tested, 2.3% active; in the data active = inhibition above about 27%;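 also: 0% = vehicle and 100% = reference inhibitor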
# Target sequence (P9WQA3 whole entry, looked up): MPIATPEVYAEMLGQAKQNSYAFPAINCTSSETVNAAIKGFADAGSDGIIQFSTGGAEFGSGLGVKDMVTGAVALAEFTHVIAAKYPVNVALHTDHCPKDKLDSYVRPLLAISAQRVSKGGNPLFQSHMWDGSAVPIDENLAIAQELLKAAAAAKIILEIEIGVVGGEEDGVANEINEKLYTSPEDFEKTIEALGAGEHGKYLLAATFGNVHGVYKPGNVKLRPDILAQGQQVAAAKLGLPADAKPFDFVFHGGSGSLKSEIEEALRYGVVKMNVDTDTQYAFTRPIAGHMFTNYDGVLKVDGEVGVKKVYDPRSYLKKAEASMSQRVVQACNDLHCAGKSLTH
# Mtb BioA inh: blocks M. tuberculosis BioA enzyme activity; purified M. tuberculosis BioA enzyme, plate reader; 360,000 tested, 0.096% active; inhibition, % at 9.99 µM; in the data active = inhibition above about 40%; inconclusive = no clear call, values can overlap the other calls
# BoNT-A LC inh2: inhibitors of Botulinum neurotoxin A light chain protease; multiplex microsphere protease substrate cleavage, flow cytometry; inhibition, % at 10 µM; 360,000 tested, 0.17% active; in the data active = inhibition above about 30%; inconclusive = no clear call, values can overlap the other calls; also: plate controls were buffer without enzyme for full effect and enzyme alone for no effect
# PrPC TRFRET: inhibitors of human cell surface prion protein PrPC; P04156; TR-FRET read-out; inhibition, % at 13.8 µM; 370,000 tested, 0.43% active; AID 720596; in the data active = inhibition above about 24%; also: 0% = median of the test wells and 100% = reference compound wells
# Mtb UGM inh: blocks M. tuberculosis UGM enzyme; P9WIQ1; 320,000 tested, 0.06% active; AID 504406; inhibition, % at 10 µM; purified UGM, fluorescence polarization probe displacement; in the data active = inhibition above about 10%, passing the limit was not always enough; inconclusive = no clear call, values can overlap the other calls
# Target sequence (P9WIQ1 whole entry, looked up): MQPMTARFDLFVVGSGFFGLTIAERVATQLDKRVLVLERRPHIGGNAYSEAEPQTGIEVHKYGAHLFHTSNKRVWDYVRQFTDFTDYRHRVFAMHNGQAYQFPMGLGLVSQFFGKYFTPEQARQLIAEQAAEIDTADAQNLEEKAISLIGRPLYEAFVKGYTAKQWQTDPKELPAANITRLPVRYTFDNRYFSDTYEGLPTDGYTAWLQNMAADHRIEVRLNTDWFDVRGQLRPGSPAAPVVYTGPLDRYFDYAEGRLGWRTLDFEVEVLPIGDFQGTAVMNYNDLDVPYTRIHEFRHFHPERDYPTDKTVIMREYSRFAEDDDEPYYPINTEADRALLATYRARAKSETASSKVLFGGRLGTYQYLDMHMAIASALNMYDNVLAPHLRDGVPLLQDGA
# CCHFV vOTU inh: blocks the CCHF virus ovarian tumor domain protease; CCHFV vOTU protease, Pep-AMC fluorescence; inhibition, % at 11.5 µM; 370,000 tested, 0.55% active; AID 651958; also: 0% = vehicle wells with enzyme and 100% = no enzyme wells
# An asterisk follows results filed as active; ? = inconclusive; nt = no result given; & = joins results of further samples. Rule as the data show it, unless noted: active = inhibition above about 30%; inactive = the rest. Not a hit list; any-hit rate near 4.8%.
smiles,GDH-TPI counter,BoNT F protease,FadD28 binding,Mtb FBA inh,Mtb BioA inh,BoNT-A LC inh2,PrPC TRFRET,Mtb UGM inh,CCHFV vOTU inh
O=C(NC(=S)Nc1ccc(N2CCOCC2)cc1)c1ccc2c(c1)OCCO2,-0.8,-4.2,2.7,-2.1,-0.1,0.2,-1.2,-4.9,6.6
N#Cc1ccc(CN2CCN(C(=O)CN3C(=O)NC4(CCCC4)C3=O)CC2)cc1,3.8,5.4,-1.2,4.8,-0.4,0.4,1.1,nt,-5.9
O=C(CCNC(=O)c1ccc(Br)cc1)OCc1ccccc1Cl,9.3,-11.7,-0.1,0.5,0.4,-2.5,-0.9,-0.8,4.9
CC1CCCC(NC(=O)C2CCN(S(=O)(=O)N3CCCCCC3)CC2)C1C (stereo not drawn),6.2,-0.5,-2.4,0.1,-3.9,-0.3,2.8,-0.1,8.1
CCN1C(=O)C(O)(CC(=O)C(C)(C)C)c2cc(Br)ccc21 (stereo not drawn),4.6,-0.4,-2.3,-2.0,nt,0.1,-5.4,0.9,-2.8
Cc1ccn2c(=O)nc(SCC(=O)N3CCN(c4ccccc4)CC3)nc2c1,20.6,-13.5,-2.3,1.9,1.1,-2.9,5.3,-3.5,10.6
COc1ccc(NC(=O)CN(C)CC(=O)Nc2ccc(N3CCOCC3)cc2)c([N+](=O)[O-])c1,8.6,14.4,-1.5,3.2,nt,2.5,-29.7,nt,-1.4
COc1cc(C(=O)Nc2cccc3cccnc23)cc(OC)c1OC,6.8,0.0,-6.1,-2.3,-0.3,-0.2,-8.5,0.1,5.0
O=C(CSc1nc(-c2ccccc2)cs1)NCCN1C(=O)CSC1=O,0.0,-2.8,-4.3,-0.9,0.7,-0.4,-2.3,-2.4,-1.2
Cc1cc(=O)[nH]c(SCc2ccccc2)n1,10.6,-24.6,-1.0,1.6,-1.4,-5.2,-1.2,4.9,-4.8
O=C(O)/C=C/C(=O)Nc1ccc(C(=O)c2ccccc2)cc1,7.9,-4.5,-2.2,-3.9,nt,-1.0,7.8,0.3,10.8
COc1cc(Cl)c(C)cc1NC(=O)CSC1=NCCS1,-1.6,-1.5,-4.1,-1.1,0.7,1.2,-5.3,1.5,13.0
CN(C)C(=O)c1nc2ccc(Cl)cn2c1CNCc1cccc(OC(F)(F)F)c1,2.6,-50.1,-13.6,1.6,-1.8,-2.2,-9.5,-1.2,4.5
COc1ccc([C@H]2CC(=O)C=C(c3ccc(C(=O)O)cc3)C2)cc1OC,12.9,-8.9,-0.6,-1.9,1.6,-0.2,-25.4,1.6,-1.6
COCCCNc1nc2c(c(=O)n(C)c(=O)n2C)n1Cc1cccc(OC)c1,6.5,7.8,0.0,1.0,1.1,0.6,4.3,0.0,-1.9
O=C(N/N=C/c1ccccc1O)C1CC(=O)N(c2ccc(F)cc2)C1 (stereo not drawn),10.3,2.1,0.1,3.9,-1.2,0.2,2.7,-0.9,4.5
Cc1cccc(NC(=O)CCc2ccc(C)o2)c1,3.0,3.1,-2.8,11.4,-0.9,0.5,5.3,0.6,14.2
Oc1c(Br)c(Br)c(Br)c(Br)c1Br,9.0,5.6,41.5*,0.9,3.3,0.6,nt,1.8,nt
Cc1cc(C(=O)Nc2ccccn2)cs1,-4.7,0.4,0.6,3.6,nt,0.1,1.9,-3.2,0.9
O=C(O/N=C1\CCS(=O)(=O)c2sccc21)c1ccc(F)cc1,1.3,-3.7,0.0,0.7,-1.0,-0.9,1.7,4.1,-4.8
CCOC(=O)c1[nH]cnc1C(=O)Nc1cccc(Cl)c1,0.0,-2.9,-3.2,0.5,nt,0.1,1.5,-0.8,-1.2
O=C(NCc1ccco1)C1CCN(S(=O)(=O)c2cccc([N+](=O)[O-])c2)CC1,4.4,4.4,-0.5,0.8,-3.0,-0.3,-19.5,1.0,3.1
CCOC(=O)c1nn(-c2ccccc2)c(=O)cc1OCC(=O)Nc1cc(C)ccc1C,9.8,9.4,-0.4,-1.8,-0.3,0.8,5.1,2.5,-0.6
CNC(=O)COC(=O)/C=C/c1ccco1,5.7,-8.7,-0.7,5.7,nt,-0.2,-0.9,-0.5,-2.4
C=C(C)Cn1c2ccc(NC(=O)NCc3ccc(F)cc3)cc2c(=O)n1C,7.1,-3.0,-2.8,189.7*,0.8,0.4,-5.2,nt,-201.8
O=C(COc1ccc(S(=O)(=O)N2CCOCC2)cc1)NCCc1ccccc1,-7.8,?,-3.0,0.3,nt,-0.6,-6.6,-1.7,-1.9
CC1CCN(CC(O)COC2CC(C)CCC2C(C)C)CC1 (stereo not drawn),-0.9,-2.1,-4.4,-1.3,nt,0.3,14.2,-1.6,0.2
Cc1ccc(N(C(=O)c2csnn2)C(C(=O)NCc2ccccc2)c2ccccn2)cc1 (stereo not drawn),2.3,-2.0,-0.4,3.2,0.7,1.4,7.6,-1.4,1.1
O=C(c1cccc([N+](=O)[O-])c1)N1CCN(c2ncccn2)CC1,5.5,-2.4,-1.2,1.5,-0.9,0.4,-5.0,0.3,-8.8
CCS(=O)(=O)CCSP(=O)(OC)OC,10.5,-10.6,-2.3,1.8,nt,-0.4,1.6,nt,-0.5
Nc1c(Cl)cc(-c2csc(N3CCCC3c3nc4cc(Cl)c(N5CCCCC5)cc4n3CCCO)n2)cc1Cl (stereo not drawn),12.8,0.1,-0.3,-1.0,-0.8,0.1,3.9,0.9,20.7
CCOc1ccc(NC(=O)CCc2nnc3ccc(N4CCC(C)CC4)nn23)cc1,7.6,0.8,0.2,3.4,-1.0,-1.0,-1.8,0.8,20.1
CCc1ccc(CNC(=O)C2CCC(=O)N2C2CCCCC2)cc1 (stereo not drawn),10.8,0.3,2.4,2.2,-0.3,0.4,-5.6,2.5,8.1
CCOC(=O)Cn1cc(/C=N/N2C(=O)C3C4C=CC(C4)C3C2=O)c2ccccc21 (stereo not drawn),16.6,0.9,-1.4,2.2,nt,0.6,2.8,1.2,6.2
Cc1ccccc1N1CCN(S(=O)(=O)c2nnc(NC(=O)c3ccco3)s2)CC1,34.7*,13.4,-4.2,2.0,1.8,12.3,7.6,-0.9,-3.9
Cc1cccc(C)c1NC(=O)CCCCCC1NC(=O)NC1C (stereo not drawn),5.0,7.1,-2.2,5.5,-1.4,2.2,-3.2,-4.2,3.6
Cc1ccc(OCC(=O)NCCCNC(=O)c2cccnc2)cc1,3.0,-2.8,-2.5,3.6,7.1,1.8,4.1,-1.1,16.1
O=C(CSc1nnc(-c2ccc(Br)cc2)n1CCc1ccccc1)NC1CCS(=O)(=O)C1 (stereo not drawn),4.7,-4.2,-1.2,3.3,nt,-0.5,-9.8,0.0,-12.4
O=S(=O)(c1ccc(F)cc1F)N1CCN(CCO)CC1,-11.2,0.2,-1.6,1.9,nt,0.3,-2.6,nt,-1.9
CC1CCC2(CC1)NC(=O)N(CC(=O)c1cccn1C)C2=O (stereo not drawn),6.8,-9.2,-0.9,2.3,-0.7,-0.5,-1.9,-1.1,-4.3
CCOC(=O)CN1C(=O)S/C(=C/c2ccc(OC)c([N+](=O)[O-])c2)C1=O,4.4,-1.9,-2.9,2.1,-1.0,-0.3,4.0,0.2,-7.5
O=C(CCc1ccccc1)Nc1cc(NC(=O)CCc2ccccc2)cc(C(=O)O)c1,1.6,-3.3,-4.4,8.1,nt,-0.4,-6.5,1.0,-8.4
O=c1/c(=C/c2ccc([N+](=O)[O-])cc2)sc2n1CCCN=2,10.3,-6.7,-2.6,-0.3,-0.6,-0.3,-16.2,1.4,20.3
CC(C)CC(=O)N1CCN(Cc2ccc(Br)cc2)CC1,-1.7,-1.3,-0.6,1.2,-0.7,2.3,-1.5,-3.8,-14.9
COc1ccc(/C=C/C(=O)N2CCN(c3ccccn3)CC2)cc1,12.0,-4.5,nt,-0.5,-1.1,-0.6,-6.4,1.0,0.7
O=C(NC(=S)Nc1ccccc1N1CCOCC1)c1ccccc1F,-4.1,-4.0,-1.7,4.6,0.1,-1.3,-1.6,-1.8,1.6
Cc1ccc(C)c(OCCC(=O)OC(C)C(=O)Nc2c(C)n(C)n(-c3ccccc3)c2=O)c1 (stereo not drawn),5.9,-4.2,0.2,0.2,0.9,1.7,-0.3,-0.2,-11.0
COc1cc(C(=O)Sc2ccc(C)cc2)cc(OC)c1OC,-2.6,2.6,-4.0,-0.5,nt,0.4,6.2,0.2,16.9
CC1=CC(C)(C)N2C(=O)C3(C(C#N)=C(N)Oc4cc(O)ccc43)c3c(C)c(C)cc1c32 (stereo not drawn),3.7,-1.9,-4.1,-0.4,-0.4,-1.8,nt,1.8,nt
Cc1ccc(NC(=O)NNC(=O)c2cc3ccccc3cc2O)cc1,5.6,-1.7,-2.6,3.6,-1.8,1.6,2.4,-5.2,4.2

# In another format: 2 of the compounds above.
# Screens in order: GDH-TPI counter	BoNT F protease	FadD28 binding	Mtb FBA inh	Mtb BioA inh	BoNT-A LC inh2	PrPC TRFRET	Mtb UGM inh	CCHFV vOTU inh
CCOC(=O)CN1C(=O)S/C(=C/c2ccc(OC)c([N+](=O)[O-])c2)C1=O
 : 4.4	-1.9	-2.9	2.1	-1.0	-0.3	4.0	0.2	-7.5
CC1CCN(CC(O)COC2CC(C)CCC2C(C)C)CC1 (stereo not drawn)
 : -0.9	-2.1	-4.4	-1.3	nt	0.3	14.2	-1.6	0.2

# (further entries)
smiles,GDH-TPI counter,BoNT F protease,FadD28 binding,Mtb FBA inh,Mtb BioA inh,BoNT-A LC inh2,PrPC TRFRET,Mtb UGM inh,CCHFV vOTU inh
CCOC(=O)N1CCC(NC(=O)C2CCCN(C(=O)N3CCOc4ccccc43)C2)CC1 (stereo not drawn),1.3,3.9,-2.2,-0.9,-0.7,-0.6,0.6,-0.2,-5.2
CCCC(=O)N1CCN(c2nc3c(OC)ccc(Cl)c3s2)CC1,-2.6,-2.7,-2.3,4.1,3.2,-1.0,0.0,2.1,-8.9
COc1ccc(-c2cc(C(=O)OCC(=O)N(C)C3CCS(=O)(=O)C3)c3ccccc3n2)cc1OC (stereo not drawn),10.4,-4.4,-4.1,4.3,-0.1,1.0,-8.3,-0.2,8.3
O=c1[nH]c(=S)[nH]c(O)c1N=Nc1ccc2c(c1)OCO2,7.0,-7.3,0.1,-30.4,nt,0.3,6.7,-0.8,3.4
CC1(C)CC2(C)OCCN2C(=S)N1 (stereo not drawn),4.0&-4.9,?,-2.1&-2.8,-0.5&-7.0,-0.3,?,8.3&-2.4,1.4,3.1&-5.5
Cc1cc(C(=O)N/N=C2/CC(C)CC(C)(C)C2)c(C)o1 (stereo not drawn),1.6,17.7,1.4,5.0,nt,2.2,9.3,-1.6,2.9
CCO[C@H]1OC(C(=O)N2CCN(Cc3ccccc3)CC2)=C[C@@H](C)[C@@H]1CCCO,8.5,-2.6,-3.6,-2.3,-0.2,0.6,2.3,1.8,-1.7
COc1ccccc1CNC(=O)c1ccc(Cl)c(S(=O)(=O)N2CCCC2)c1,4.6,-6.8,1.4,5.2,-5.4,0.7,14.0,-0.3,2.3
N#C/C(=C/c1ccc(-c2ccc(C(=O)O)c(Cl)c2)o1)C(=O)NCC1CCCO1 (stereo not drawn),18.1,-1.2,-1.9,-4.2,nt,-0.2,-22.8,-1.7,2.6
O=C(Cc1ccccc1Cl)Nc1cc(S(=O)(=O)N2CCOCC2)ccc1N1CCOCC1,-1.8,-0.5,-1.5,0.9,0.2,1.9,5.1,-2.4,-2.8
COc1ccc(OC)c(-n2c(SCC(=O)Nc3cc(C)on3)nnc2-c2c[nH]c3ccccc23)c1,15.3,-3.3,-2.2,3.5,0.3,0.5,7.9,-1.0,0.5
CCc1cccc(CC)c1NC(=O)CO/N=C(\N)CC(=O)NC1CCCCC1,5.1,-5.3,-2.7,-0.4,nt,-0.2,-6.5,0.4,-12.4
CCCOc1ccc(C(F)(F)F)cc1NC(=O)CN1C(=O)C(=O)N(CC)C1=O,10.0,0.6,-1.9,-0.2,7.8,-0.2,-7.3,0.6,11.9
